Screening data deposited in PubChem BioAssay by Broad Institute.
EWS-Fli inh – blocks EWS/Fli oncoprotein-driven transcription; A673 NR0B1-luciferase reporter, viability-normalised; inhibition, % at 12.6 µM; 350,000 compounds, 0.67% hits;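 active means mean inhibition of at least 50% after viability correction, with every replicate also passing that limit; inconclusive means mean reaches 50% but only one of two replicates passes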;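 further: firefly luciferase signal divided by Alamar Blue viability fluorescence both relative to DMSO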
PglD DTNB – PglD (C. jejuni) enzyme inhibition | 360,000 compounds, 0.098% hits | AID 602405 | purified PglD enzyme, DTNB colorimetric CoA detection | inhibition, % at 12.5 µM; in the data active means inhibition above about 16%, passing the limit was not always enough; inconclusive means no clear call, values can overlap the other calls; further: strong numbers were not always called active
FN deposit inh – fibronectin deposition inhibition; inhibition, % at 12.6 µM; 350,000 compounds, 0.086% hits; AH1F fibroblasts, Alexa488-fibronectin deposition fluorescence, overnight;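 active means mean inhibition across replicates of 30% or more, regardless of how many single replicates reach that level; inconclusive means mean under 30% yet at least half of replicates reach 30%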;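 further: positive control wells lacked labelled fibronectin entirely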
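material = AH1F fibroblast monolayer depositing Alexa488-labelled fibronectin into matrix | amount = 10000 AH1F cells/well | buffer or medium = DMEM plus 2% serum, read in PBS | incubation = 1 h cell adhesion before compound, then overnight fibronectin incubation | detection = fluorescence at 485 nm excitation, 525 nm emission | evaluation = percent inhibition as loss of matrix-bound fibronectin fluorescence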
LGR2 antag – blocks bursicon-induced cAMP signaling via Drosophila LGR2. HEK293 LGR2, CRE-luciferase, bursicon-stimulated, 4 h. inhibition, % at 9.99 µM. 380,000 compounds, 0.35% hits;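 active means drop in luminescence signal, shown as inhibition above about 50% in the replicate tests, limit read from the data, passing the limit was not always enough; inconclusive means probably only some replicates passing the limit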;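 further: agonist challenge used bursicon conditioned medium at about half maximal strength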
S100A4 inh HTS – blocks human S100A4 binding to myosin IIA peptide; S100A4/TAMRA-MyoIIA peptide fluorescence polarization; inhibition, % at 10.7 µM; 360,000 compounds, 0.14% hits;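 active means mean inhibition of at least 70% across replicates, with every replicate also reaching that level; inconclusive means mean inhibition reaches 70% but some replicates fall short; inactive means mean inhibition below 70%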
Target sequence (P26447 whole entry, looked up): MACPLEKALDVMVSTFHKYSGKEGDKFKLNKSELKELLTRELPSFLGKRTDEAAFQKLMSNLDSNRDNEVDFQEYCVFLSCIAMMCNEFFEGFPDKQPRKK
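Test system: S100A4 monomer protein; Medium: HEPES pH 7.2 with CaCl2, KCl, NaCl, DTT, Triton; Probe or stimulus: TAMRA-labelled myosin IIA heavy-chain peptide probe, 5 nM; Doses: one dose per compound; Times: polarization read 5 min after assay mix addition, stable 5–60 min; Benchmarks: neutral control DMSO, positive control TFP.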
PAX8 inh HTS – lowers PAX8-driven luciferase in RMG-I cells. inhibition, % at 12.6 µM. AID 652154. 360,000 compounds, 1.2% hits. RMG-I TPO-luciferase reporter, SteadyGlo, 24 h;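 active means mean replicate inhibition at least 60% with every replicate also reaching 60%; inconclusive means only one of the two criteria is met; inactive means mean below 60% and not all replicates reaching 60%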;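 further: luciferase light reporting Pax8 driven TPO promoter activity; plate controls were median of neutral control wells for no effect and mitoxantrone controls for full effect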
PGC1a acetyl inh – lowers PGC1a acetylation signal in U2OS cells; AlphaScreen anti-acetyl-lysine; with virally co-expressed GCN5 acetyltransferase; inhibition, % at 15.6 µM; 350,000 compounds, 0.17% hits; AID 651687;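 active means every replicate shows inhibition of at least 40%; inconclusive means mean inhibition at least 40% but some replicate below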;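 further: 0% = neutral control wells and 100% = positive control wells; some results beyond the cut were filed as inactive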
ERAP1 inh – inhibitors of human ERAP1 aminopeptidase | 340,000 compounds, 0.15% hits | inhibition, % at 10.7 µM | Q9NZ08 | recombinant ERAP1, Leu-AMC fluorescence, 60 min;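 active means mean replicate inhibition of at least 30%, or all replicates individually reaching that 30% level; inactive means mean below 30% and not every replicate reaching it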;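 further: 0% = neutral control wells and 100% = L-leucinethiol positive control wells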
Target sequence (Q9NZ08 whole entry, looked up): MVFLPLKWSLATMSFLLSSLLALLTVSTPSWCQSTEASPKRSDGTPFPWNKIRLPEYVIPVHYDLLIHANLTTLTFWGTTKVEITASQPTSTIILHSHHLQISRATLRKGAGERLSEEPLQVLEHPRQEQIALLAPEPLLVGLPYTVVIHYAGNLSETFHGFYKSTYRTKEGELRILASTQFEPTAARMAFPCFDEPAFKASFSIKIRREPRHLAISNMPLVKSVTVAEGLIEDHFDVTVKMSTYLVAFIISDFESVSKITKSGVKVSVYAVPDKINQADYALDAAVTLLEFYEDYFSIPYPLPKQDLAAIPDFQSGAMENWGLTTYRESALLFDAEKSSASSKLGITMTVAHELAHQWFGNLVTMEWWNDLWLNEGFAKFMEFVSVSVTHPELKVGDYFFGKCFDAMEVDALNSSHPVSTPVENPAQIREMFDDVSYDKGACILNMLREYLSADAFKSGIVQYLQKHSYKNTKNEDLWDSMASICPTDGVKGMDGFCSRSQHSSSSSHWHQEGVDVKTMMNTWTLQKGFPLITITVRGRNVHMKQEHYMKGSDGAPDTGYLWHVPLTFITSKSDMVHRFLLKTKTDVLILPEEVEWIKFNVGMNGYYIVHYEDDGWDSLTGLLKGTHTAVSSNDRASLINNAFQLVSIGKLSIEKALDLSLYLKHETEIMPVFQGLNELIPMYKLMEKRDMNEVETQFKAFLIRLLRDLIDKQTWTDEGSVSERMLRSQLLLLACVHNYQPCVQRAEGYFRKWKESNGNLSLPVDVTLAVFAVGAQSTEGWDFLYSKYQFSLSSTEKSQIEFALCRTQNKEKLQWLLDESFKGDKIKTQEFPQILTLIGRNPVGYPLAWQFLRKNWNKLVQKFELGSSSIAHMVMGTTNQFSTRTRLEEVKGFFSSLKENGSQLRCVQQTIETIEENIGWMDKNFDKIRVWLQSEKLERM
The depositor's hits bear a star; ? = inconclusive; nt = not tested or not shown.

SMILES | EWS-Fli inh | PglD DTNB | FN deposit inh | LGR2 antag | S100A4 inh HTS | PAX8 inh HTS | PGC1a acetyl inh | ERAP1 inh
O=C(NCc1ccco1)/C(=C/c1ccco1)NC(=O)c1ccc(Br)o1 | 2 | -3 | 6 | 8 | -7 | -13 | -7 | 2
O=C(NC(N1CCOCC1)C(Cl)(Cl)Cl)c1cc([N+](=O)[O-])cc([N+](=O)[O-])c1 (centres undefined) | 6 | nt | -2 | -6 | -5 | 4 | nt | 1
CN1CCN(C(=O)CNC(=O)Cc2ccc(Cl)cc2)CC1 | 0 | 7 | 4 | 1 | -1 | -1 | 8 | -2
CN1c2ccc(Br)cc2[C@@H]2[C@@H](CCN2S(=O)(=O)c2ccccc2F)[C@H]1CO | 0 | -2 | -9 | -2 | 20 | -20 | -4 | -2
O=C(CNCCC1=CCCCC1)Nc1ccccc1N1CCCCC1 | nt | -1 | 2 | 21 | nt | nt | -11 | nt
O=C(CN1C(=O)NC2(CCc3ccccc32)C1=O)c1ccc(Br)s1 (centres undefined) | -3 | 2 | -7 | -33 | 1 | 6 | nt | -5
CO[C@H]1CN(C)C(=O)c2cc(NS(=O)(=O)c3ccc(C)cc3)ccc2OC[C@@H](C)N(C)C[C@@H]1C | -12 | 2 | -17 | 10 | 6 | nt | -4 | -2
CCOC(=O)c1[nH]ncc1[C@@H]1C[C@H]2CN(Cc3cccc(Cl)c3)C(=O)[C@]23CCCN13 | 2 | 0 | 3 | 23 | 1 | 4 | 0 | -1
Cc1cc(S(=O)(=O)N(Cc2ccc(C(C)(C)C)cc2)Cc2cccs2)ccc1-n1cnnn1 | nt | 0 | -4 | 18 | nt | 33 | -24 | nt
Cc1ccc(-c2cc(C(=O)Nc3cnn(C(C)C)c3)no2)cc1 | nt | 0 | -6 | nt | nt | -60 | -2 | nt
COc1cccc(S(=O)(=O)N[C@@H]2CC[C@H](CC(=O)NC3CCC3)O[C@@H]2CO)c1 | -6 | -5 | nt | -4 | 1 | -3 | -7 | 0
COc1ccc(NC(=O)C2CCCN(S(=O)(=O)c3c(C)[nH]c(=O)[nH]c3=O)C2)cc1Cl (centres undefined) | 10 | nt | 0 | -27 | -1 | -8 | -6 | 11

Random excerpt: three entries already listed.
SMILES | EWS-Fli inh | PglD DTNB | FN deposit inh | LGR2 antag | S100A4 inh HTS | PAX8 inh HTS | PGC1a acetyl inh | ERAP1 inh
O=C(NC(N1CCOCC1)C(Cl)(Cl)Cl)c1cc([N+](=O)[O-])cc([N+](=O)[O-])c1 (centres undefined) | 6 | nt | -2 | -6 | -5 | 4 | nt | 1
COc1ccc(NC(=O)C2CCCN(S(=O)(=O)c3c(C)[nH]c(=O)[nH]c3=O)C2)cc1Cl (centres undefined) | 10 | nt | 0 | -27 | -1 | -8 | -6 | 11
Cc1cc(S(=O)(=O)N(Cc2ccc(C(C)(C)C)cc2)Cc2cccs2)ccc1-n1cnnn1 | nt | 0 | -4 | 18 | nt | 33 | -24 | nt

(listing goes on)
SMILES | EWS-Fli inh | PglD DTNB | FN deposit inh | LGR2 antag | S100A4 inh HTS | PAX8 inh HTS | PGC1a acetyl inh | ERAP1 inh
O=C(CN(C(=O)CSc1nc2ccccc2o1)c1ccccc1F)NC1CCCCC1 | -8 | nt | nt | -15 | 0 | 10 | nt | 0
C[C@@H]1CN([C@H](C)CO)C(=O)c2cc(NC(=O)Nc3ccc4c(c3)OCO4)ccc2O[C@@H]1CN(C)Cc1ccc(C(F)(F)F)cc1 | 2 | -1 | nt | 10 | -5 | nt | 5 | 1
Cc1ccc(S(=O)(=O)N2CCC(=O)N([C@H](COCc3ccc(C(F)(F)F)cc3)Cc3ccccc3)CC2)cc1 | 23 | nt | 2 | 13 | -7 | 57 | nt | nt
COc1c(C(C)C)oc2cc3oc(=O)ccc3cc12 | -28 | nt | nt | 0 | -1 | -32 | nt | 1
Cn1cnc(S(=O)(=O)N[C@H]2C=C[C@H](CC(=O)N3CCN(c4ccccc4)CC3)O[C@@H]2CO)c1 | nt | 0 | -3 | 5 | -17 | nt | -2 | -1
Cc1ccc([C@H]2C[C@@H](O)[C@H](n3cc(C4CC4)nn3)CN2C(=O)C2CCCCC2)cc1 | 1 | -3 | -4 | -12 | -1 | -9 | 4 | -3
CCCc1nc(NC2CCCCC2)c(C#N)c2c1COC(C)(C)C2 | nt | -2 | nt | -12 | 4 | nt | 11 | -1
N#Cc1nc(-c2cccs2)oc1N1CCN(c2ccccc2)CC1 | nt | -2 | -3 | 6 | nt | nt | -3 | nt
CC(C)C#Cc1ccc2c(c1)O[C@H](CN(C)Cc1ccncc1)[C@H](C)CN([C@@H](C)CO)S2(=O)=O | 14 | -2 | 12 | 6 | nt | -24 | -10 | nt
COc1cccc(-c2cc(NC=O)c3ncc(-c4cccc(C(=O)NCCN(C)C)c4)n3c2)c1 | 5 | -7 | 13 | -14 | -3 | 13 | nt | 4
Cc1noc(C)c1NC(=O)NCC[C@@H]1CC[C@@H](NC(=O)Nc2cccc(Cl)c2)[C@H](CO)O1 | -4 | 0 | -7 | -2 | 6 | -2 | 2 | -5
O=C(NC1CC1)c1ccc(C2SCC(=O)N2Cc2ccccc2)cc1 (centres undefined) | -14 | nt | 11 | 5 | -2 | 12 | nt | -9
CCCc1nnc(NC(=O)C2CC(=O)N(CCc3ccc(F)cc3)C2)s1 (centres undefined) | nt | 3 | -7 | 7 | -1 | -4 | nt | -5
Cn1c(N)c(S(=O)(=O)N2CCN(c3cccc(Cl)c3)CC2)c(=O)n(C)c1=O | 1 | 10 | -4 | -18 | -14 | 22 | -13 | -2
Cc1ccc(C(=O)N/C(=C\c2ccco2)C(=O)N2CC(C)OC(C)C2)cc1C (centres undefined) | -4 | 2 | 3 | 9 | -6 | nt | 0 | 3
O=C(NCC[C@@H]1CC[C@H](NS(=O)(=O)c2cccc(F)c2)[C@@H](CO)O1)Nc1cc(F)ccc1F | 2 | 2 | nt | 2 | 13 | 1 | -8 | 1
Oc1ccccc1-c1cc(C(F)(F)F)nc(-c2ccccc2)n1 | 9 | 0 | -5 | 4 | -1 | 8 | -4 | 3
COc1ccc(OCC(=O)Nc2ccc(S(=O)(=O)N3CCOCC3)cc2)cc1 | nt | 3 | 1 | nt | nt | -23 | -7 | nt
O=C(/C=C/c1ccccc1)n1cnnc1SC/C=C/c1ccccc1 | 4 | nt | -4 | -25 | 4 | -5 | nt | 3
O=C(CSc1ccc(-c2ccc(-n3cccn3)cc2)nn1)Nc1ccccc1F | -8 | nt | -1 | 8 | 1 | -12 | nt | -1
CC(C)(CC(=O)O)CC(=O)Nc1ccccc1Oc1ccccc1 | 10 | nt | 8 | 3 | -2 | 10 | nt | 0
CCOC(=O)N1CCN(C(=O)COCc2cc(-c3ccc4c(c3)OCO4)on2)CC1 | nt | 8 | -23 | 15 | -1 | -5 | 4 | 3
C[C@H](CO)N1C[C@H](C)[C@@H](CN(C)Cc2ccccc2)Oc2ccc(NC(=O)CCCN(C)C)cc2C1=O | -7 | -2 | nt | 5 | 8 | -9 | 0 | -1
CN(C)CCC=C1c2ccccc2C=Cc2ccccc21 | -8 | 3 | -7 | 8 | -2 | -19 | 15 | -1
O=C(CSc1n[nH]c(=O)n1C1CC1)NCc1ccccc1Cl | 5 | nt | -2 | 10 | 2 | 6 | 4 | 2
COc1ccc2c3c(n(C)c2c1)[C@@H](CO)N(C(=O)CC1CC1)CC31CCN(C(=O)NC(C)C)CC1 | -5 | nt | nt | 0 | 12 | -11 | 6 | 0
CCCN1CCC(N2CCCC(C(=O)O)C2)CC1 (centres undefined) | -14 | 4 | 0 | -14 | 5 | 6 | 2 | 7
CC(=O)c1cnc2nc(SCc3cccc(C)c3)nn2c1C | -16 | 4 | 3 | -10 | -1 | -28 | nt | nt
O=C(Nc1ccccc1)N[C@@H]1CC[C@@H](CCNC(=O)c2ccccc2F)O[C@@H]1CO | -3 | 2 | nt | 1 | 5 | 0 | 1 | -2
OCCN1CCN(C(=S)Nc2ccc(Oc3ccccc3)cc2)CC1 | 7 | nt | -21 | -23 | -3 | 29 | -13 | 1
CCCCCCCCNC(=S)NCCN1CCCCC1 | 11 | nt | 0 | 10 | -4 | 8 | nt | 8
COc1cc(OC)cc(-c2c(-c3cccs3)c3cc(-c4cc(OC)c(OC)c(OC)c4)ccc3n2C)c1 | 0 | 2 | -9 | 18 | 1 | 26 | nt | 0
Cc1ccc(C(=O)N/C(=C/c2ccco2)C(=O)Nc2cccc(C(=O)O)c2)cc1 | nt | nt | 3 | -17 | -11 | -59 | nt | -10
Cc1ccccc1-c1cccc([C@@H]2C[C@H]3[C@H](CON3C)CN2C(=O)CCc2ccccc2)c1 | -3 | 1 | 11 | 10 | -4 | 5 | -3 | nt
CSCCC1NC(=O)N(CC(=O)Nc2ccc(Br)cc2Br)C1=O (centres undefined) | -3 | nt | -1 | 17 | 2 | 14 | -5 | 0
CCCNC(=O)Nc1ccc2c(c1)OC[C@H](C)N(C)C[C@@H](C)[C@H](OC)CN(C)C2=O | -6 | 0 | 2 | -4 | -2 | 3 | nt | 0
COC(/C(=N/O)c1ccc(Cl)cc1)c1ccccc1 (centres undefined) | -21 | -3 | 8 | -2 | -15 | -7 | -11 | -1
CCS(=O)(=O)N[C@H]1CC[C@H](CC(=O)NCc2ccc(Cl)cc2)O[C@H]1CO | 10 | 2 | -5 | -4 | -18 | 0 | -7 | -2
Cn1c(=O)c2cc(S(=O)(=O)N3CCN(c4cccc(C(F)(F)F)c4)CC3)ccc2n(C)c1=O | nt | -6 | -5 | nt | nt | -2 | -2 | nt
COc1ccc(S(=O)(=O)NCc2ccncc2)cc1NC(=O)c1ccccc1F | 18 | 3 | 7 | -5 | 0 | 14 | -3 | 2
C[C@@H]1CN([C@@H](C)CO)S(=O)(=O)c2ccc(Br)cc2O[C@@H]1CN(C)Cc1ccc(C(=O)O)cc1 | -2 | -2 | -3 | 9 | 6 | nt | 6 | 2
COc1ccc(CCCNC(=O)C2CCC(=O)N(CCc3cccc(F)c3)C2)cc1 (centres undefined) | -7 | 4 | -4 | -23 | -3 | 1 | 0 | 1
COc1cccc(/C=C/C2=CC(C)(C)NC(=S)N2)c1 | -15 | nt | -2 | -11 | -3 | -23 | -1 | -6
CC/C(=N\NC(=O)c1cc(C2CC2)[nH]n1)c1ccccc1 | -78 | -2 | 2 | -17 | 0 | -39 | -8 | 0
CCc1ccc(OCC(=O)Nc2nnc(C3CCCC3)s2)cc1 | nt | -2 | -10 | -12 | -1 | 7 | 2 | -6
Cn1cnc([N+](=O)[O-])c1S(=O)(=O)c1ccc(Cl)cc1 | 5 | nt | -8 | 3 | -1 | ? | -12 | -1
CCOc1cccc(NC(=O)/C(C#N)=C\c2cccnc2)c1 | -1 | nt | 0 | -3 | -8 | 5 | 0 | 0
CC(C)[C@H]1COCCS(=O)(=O)N1Cc1ccccc1F | -1 | 5 | -5 | 13 | 1 | 6 | ? | 0
CC(=O)c1ccc(C(=O)NC2CCCN(Cc3ccccc3F)C2)cc1 (centres undefined) | 1 | 2 | 3 | 3 | -5 | -11 | nt | -2
C[C@@H]1CN([C@H](C)CO)S(=O)(=O)c2ccc(C#CC3(O)CCCC3)cc2O[C@H]1CN(C)C(=O)c1cccnc1 | -1 | 5 | nt | 17 | 13 | -3 | 2 | 3

Random draw from the library, and some 2.1% of all compounds hit somewhere here.
